Source: PubChem
TMEM16A inh: TMEM16A chloride channel inhibitors, primary screen, cell-based, HTS; HEK293 TMEM16A/YFP iodide influx fluorescence, ionomycin; normalized B-score (activity score, 25-100; higher = stronger inhibition) at 10 µM; hit rate 1.2% among 310,000;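 active = ratio plate-corrected score three or more library SD toward inhibition, starting fluorescence score within five deviations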;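 note: score derived from kinetic fluorescence span divided by baseline fluorescence per well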
RGS4 pot: RGS4 potentiators or activators, primary screen, cell-based, HEK293 M3R inducible RGS4, calcium flux | hit rate 0.92% among 310,000 | carbachol calcium flux Fluo4; hits give low values | AID 463111, 2010 | B-score at 10 µM;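 active = B-score of the integrated calcium signal more than 4 SD below the library mean, with starting fluorescence not abnormally high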;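 note: negative B-score means reduced calcium response which marks RGS4 activation or potentiation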
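Material: Inducible-RGS4 HEK293 cells carrying M3 receptor; also added: carbachol at ECmax as muscarinic agonist stimulus; incubation: compound preincubation 20 min at room temperature before agonist; signal: Fluo4-AM (2 µM) calcium-flux fluorescence, kinetic read; measure: integrated calcium ratio converted to B score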
KCNK3 inh: human KCNK3 channel inhibitors, primary screen, CHO cells, FluxOR thallium flux, B-score. B-score at 10 µM. Potassium channel subfamily K member 3 (Homo sapiens), O14649. hit rate 0.84% among 340,000. FluxOR fluorescence; hits give low values;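 active = B-score under library mean minus 4 SD, starting fluorescence ratio at most library mean plus 5 SD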;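 note: more negative B-score means stronger inhibition of thallium flux through KCNK3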
ANO1 activ: TMEM16A chloride channel activators or potentiators, primary screen, cell-based, HTS. hit rate 0.3% among 340,000. B-score at 10 µM. Anoctamin-1 (Mus musculus), Q8BHY3. HEK293 TMEM16A/YFP-H148Q/I152L, iodide quench fluorescence; hits give low values;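 active = fluorescence-ratio B-score plate-corrected deviation score at least 3 library SD below zero, with starting fluorescence score within 5 deviations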;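 note: channel opened by trigger with iodide after compound preincubation; score built on the fluorescence ratio of max minus min over baseline; more negative score means more quench and so TMEM16A activation or potentiation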
KCNQ1 pot: potentiators or activators of KCNQ1 channel, primary screen, cell-based, thallium flux, high-throughput; B-score at 10 µM; hit rate 0.35% among 310,000; Potassium voltage-gated channel subfamily KQT member 1 (Homo sapiens), P51787; CHO-K1 KCNQ1, thallium flux FluxOR fluorescence; hits give high values;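 active = fluorescence ratio B-score, a plate-corrected score, at least three library SD, with initial intensity B-score within 5 SD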
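Assay system: stable KCNQ1 CHO-K1 line; medium: assay buffer, equal DMSO in all wells; timing: 90 min dye loading and 20 min compound exposure, both at room temperature; technique: kinetic FluxOR thallium fluorescence, 10-s 1-Hz baseline, 110-s post-stimulus read; read-out basis: B score of baseline-normalized fluorescence ratio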
HDAC3 inhib: HDAC3 deacetylase inhibitors, primary screen, biochemical, fluorescence, cell-free homogeneous; Histone deacetylase 3 (Homo sapiens), O15379; recombinant HDAC3, fluorogenic peptide/trypsin coupled; inhibition, % at 8.3 µM; hit rate 0.15% among 320,000; AID 2718, 2010; in the data active = inhibition above about 26%, passing the limit was not always enough
hERG rescue: hERG rescue from dofetilide block, primary screen, cell-based, CHO-hERG, FluxOR thallium flux, dofetilide IC70. AID 1511, 2009. Voltage-gated inwardly rectifying potassium channel KCNH2 (Homo sapiens), Q12809. activation (rescue from dofetilide block), less the hit threshold, % at 10 µM. hit rate 0.51% among 310,000. dofetilide IC70 present;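 active = activation above the mean of controls blocked by dofetilide plus 5 SD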;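 note: thallium influx through hERG after potassium depolarization seen as dye fluorescence rise; in these data hits start at about 4.7%; inactives centre near -7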
Target sequence (Q12809 whole entry, looked up): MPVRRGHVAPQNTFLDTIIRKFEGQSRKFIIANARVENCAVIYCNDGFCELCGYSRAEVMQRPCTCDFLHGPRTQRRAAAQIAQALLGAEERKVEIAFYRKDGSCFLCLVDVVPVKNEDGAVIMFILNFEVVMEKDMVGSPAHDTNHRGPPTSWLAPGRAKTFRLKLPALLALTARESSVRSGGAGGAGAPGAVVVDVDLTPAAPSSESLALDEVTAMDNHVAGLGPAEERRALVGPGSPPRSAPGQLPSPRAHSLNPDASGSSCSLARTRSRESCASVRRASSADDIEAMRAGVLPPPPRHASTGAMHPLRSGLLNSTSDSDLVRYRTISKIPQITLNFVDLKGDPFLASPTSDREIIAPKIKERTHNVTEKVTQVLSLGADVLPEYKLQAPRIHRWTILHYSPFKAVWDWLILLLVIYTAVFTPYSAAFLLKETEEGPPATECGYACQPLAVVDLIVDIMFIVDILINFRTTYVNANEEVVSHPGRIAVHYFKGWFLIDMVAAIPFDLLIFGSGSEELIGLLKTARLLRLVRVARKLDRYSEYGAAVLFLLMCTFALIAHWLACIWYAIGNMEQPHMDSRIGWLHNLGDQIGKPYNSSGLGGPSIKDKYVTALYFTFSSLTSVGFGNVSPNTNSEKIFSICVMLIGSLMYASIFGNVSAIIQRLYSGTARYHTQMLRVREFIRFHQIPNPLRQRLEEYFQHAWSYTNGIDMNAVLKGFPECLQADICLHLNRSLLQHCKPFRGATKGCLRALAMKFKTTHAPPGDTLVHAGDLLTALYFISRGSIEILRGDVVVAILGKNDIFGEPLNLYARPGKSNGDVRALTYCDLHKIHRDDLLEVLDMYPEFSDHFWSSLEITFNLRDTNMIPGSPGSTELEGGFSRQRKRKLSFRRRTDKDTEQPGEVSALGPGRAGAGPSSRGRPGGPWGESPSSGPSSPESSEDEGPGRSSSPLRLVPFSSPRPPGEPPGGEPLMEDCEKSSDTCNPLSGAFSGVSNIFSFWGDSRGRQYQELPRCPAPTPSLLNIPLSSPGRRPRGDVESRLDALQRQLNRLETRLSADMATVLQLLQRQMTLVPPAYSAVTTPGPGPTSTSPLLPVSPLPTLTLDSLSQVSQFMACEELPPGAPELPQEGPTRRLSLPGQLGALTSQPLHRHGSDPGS
RGS4 inh: RGS4 inhibitors, primary screen, cell-based, HEK293 M3R inducible RGS4, calcium flux | hit rate 0.45% among 310,000 | B-score at 10 µM | AID 463165, 2010 | Regulator of G-protein signaling 4 (Homo sapiens), P49798 | Fluo-4 calcium flux; hits give high values; triggered by carbachol at its EC20;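 active = B-score, a plate-corrected calcium signal, over three deviations above library mean, with baseline fluorescence within five deviations of library mean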;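 note: RGS4 expression induced by doxycycline in cells with stable M3 receptor; B-score is computed from the integrated fluorescence ratio over baseline after carbachol; higher B-score means a larger calcium signal and so more RGS4 inhibition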
KCNQ1 inh: inhibitors of human KCNQ1 channel, primary screen, cell-based, thallium flux, high-throughput | hit rate 1.3% among 310,000 | B-score at 10 µM | Potassium voltage-gated channel subfamily KQT member 1 (Homo sapiens), P51787 | AID 2642, 2010 | CHO-K1 KCNQ1, FluxOR thallium flux fluorescence; hits give high values;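 active = compounds whose thallium flux B-score, printed positive for inhibition, exceeds three library SD while starting fluorescence stays within three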;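 note: channel opened by potassium depolarization with thallium stimulus after 20 min compound exposure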
SKKanGAS inh: S. pyogenes SKKanGAS growth inhibitors in kanamycin, primary screen, streptokinase expression inhibitor project, SKKanGAS strain, BacTiter-Glo luminescence; 6 h; inhibition, % at 7.5 µM; hit rate 1.3% among 300,000; AID 1662, 2009;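 active = mean replicate score, as percent of positive control median, at least 50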;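 note: strain carries kanamycin resistance gene driven by streptokinase promoter and grows in 40 µg/ml kanamycin; loss of luminescence reflects streptokinase promoter inhibition or plain growth inhibition; 0% = median of DMSO wells and 100% = positive control at its reference dose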
KCNK9 inh: KCNK9 potassium channel inhibitors, primary screen, HEK293 cells, thallium flux; Potassium channel subfamily K member 9 (Homo sapiens), Q9NPC2; FluxOR thallium flux fluorescence; hits give low values; B-score at 10 µM; hit rate 1.2% among 310,000; AID 488922, 2010;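 active = ratio B-score over 3 SD below the library mean, with starting fluorescence within 5 SD of its mean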;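 note: negative B-score means less thallium flux so channel inhibition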
Starred values were filed as active, the others as inactive; i = inactive; . = not tested or not shown.

SMILES	TMEM16A inh	RGS4 pot	KCNK3 inh	ANO1 activ	KCNQ1 pot	HDAC3 inhib	hERG rescue	RGS4 inh	KCNQ1 inh	SKKanGAS inh	KCNK9 inh
CCN(CC)S(=O)(=O)c1cc(NC(=O)CCCOc2ccc(C(C)=O)cc2)ccc1C	i	i	i	i	i	2	-7	i	i	-13	i
COc1cc2nc(Cl)nc(N3CCOCC3)c2cc1OC	i	i	i	i	i	8	-12	i	i	-2	i
Cc1ccccc1-c1n[nH]c(=S)n1/N=C/C=C/c1ccco1	i	-8*	i	i	i	-2	-5	i	i	0	i
O=C(CCCCCN1C(=O)c2cccc3cccc(c23)C1=O)NCc1cccnc1	i	i	i	i	i	-5	-2	i	i	1	i
Cc1cc(NC(=O)c2ccc(COc3ccc(Cl)c(C)c3)o2)no1	i	i	i	i	i	5	-12	i	i	-5	i
Cn1cc(Br)c(NS(=O)(=O)c2ccc(Cl)s2)n1	i	i	i	i	i	-4	-6	i	i	0	i
CCCNC(=O)CCc1c(C)nc2nc(C)nn2c1C	i	i	i	i	i	-3	-4	i	i	0	i
Cc1nnc(-c2ccc(Cl)cc2)nc1NCCN(C)C	i	i	i	i	i	-1	-6	i	i	-9	i
COc1ccc(NC(=O)C(=O)N/N=C(\C)CC(=O)Nc2ccccn2)c(OC)c1	i	i	i	i	i	2	-8	i	i	-1	i
COc1ccc(CCNC(=O)c2ccc(=O)[nH]c2)cc1OC	i	i	i	i	i	.	-5	i	i	5	i
COc1ccc(S(=O)(=O)N2CCOC23CCN(S(C)(=O)=O)CC3)cc1	i	i	i	i	i	4	-9	i	i	-2	i
COc1ccc(C2CC(c3ccccc3)=NN2C(=O)COC(=O)/C=C/c2ccc(O)c(OC)c2)cc1 (stereo not given)	i	i	i	i	i	2	-7	i	i	34	i
O=C(COC(=O)C1CC(O)CN1C(=O)Oc1ccccc1)c1ccc(Br)cc1 (stereo not given)	i	i	i	i	i	-6	-4	i	i	-6	i
COc1cccc(C(=O)NC(Cc2ccccc2)c2ccc3c(c2)OCCCO3)c1 (stereo not given)	i	i	i	i	i	2	-5	i	i	4	i
O=C(O)/C=C/C(=O)Nc1ccc(-n2nccc2C(F)(F)F)cc1	i	i	i	i	i	20	-5	i	i	3	i
CN(c1cccc(NC(=O)CN(c2ccc(C34CC5CC(CC(C5)C3)C4)cc2)S(C)(=O)=O)c1)S(C)(=O)=O	i	i	i	i	i	-6	-4	i	i	12	i
O=C(NCc1cccnc1)C1CCN(S(=O)(=O)c2cc(Cl)ccc2Cl)CC1	i	i	i	i	i	-7	-4	i	i	-4	i
O=S(=O)(c1ccc2ccccc2c1)n1cccn1	i	i	i	i	i	5	-3	i	i	-4	i
O=[N+]([O-])c1cccc(S(=O)(=O)N2CCC(c3nc(-c4ccncc4)no3)CC2)c1	i	i	i	i	i	1	1	i	i	0	i
CCn1nnc(NC(=O)c2ccco2)n1	i	i	i	i	i	-5	-5	i	i	1	i
COCCCNc1nc2c(c(=O)[nH]c(=O)n2C)n1CC(O)COc1ccccc1C (stereo not given)	i	i	i	i	i	6	-5	i	i	-2	i
COc1cc2c(cc1OC)C(c1ccc([N+](=O)[O-])cc1)N(C(C)=O)CC2 (stereo not given)	i	i	i	i	i	2	9.4*	i	i	-1	i
Cc1cc([N+](=O)[O-])nn1CC(=O)Nc1nc2ccccc2s1	i	i	i	i	i	5	-7	i	i	-11	i
COC(=O)c1ccc(Oc2cc(C)nc(-n3nc(C)cc3C)n2)cc1	i	i	i	i	i	0	-7	i	i	-1	i
CCn1ccnc1CN(C)C(=O)C1CCC(=O)N(Cc2cccc(C(F)(F)F)c2)C1 (stereo not given)	i	i	i	i	i	-3	-7	i	i	-6	i
O=S(=O)(Nc1cccc(-n2cnnn2)c1)c1cccc(Cl)c1	i	i	i	i	8*	1	-9	i	i	5	i
CCOC(=O)C1=C(CNC2CCCCC2)NC(=O)NC1c1cc(C)ccc1C (stereo not given)	i	i	i	i	i	5	-5	i	i	0	i
O=C1Nc2ccccc2C12OCC(COc1ccc(Cl)cc1)O2 (stereo not given)	i	i	-10*	i	i	6	-17	i	i	3	i
CN(CC(=O)Nc1c(Cl)cccc1Cl)C(=O)CNC(=O)c1ccc2ccccc2c1	i	i	i	i	i	4	-12	i	i	-6	i
Cc1cc(N2CCCC2)nc(N2C3CCC2CC(O)(c2ccc(F)cc2)C3)n1 (stereo not given)	i	i	.	.	i	4	-21	i	i	-2	i
CCOC(=O)N1CCN(Cc2nnc(-c3cccc(Br)c3)o2)CC1	i	i	i	i	i	-1	-2	i	i	-5	i
Cc1occc1C(=O)N/N=C/c1cccnc1	i	i	i	i	i	-13	-5	i	i	-5	i
CCOc1cc(-c2cn(S(=O)(=O)c3cccc4nsnc34)nc2N)cc(OCC)c1OCC	i	i	i	i	i	11	-5	i	i	14	i
CCOc1ccc(C(=O)NNC(=O)CCNC(=O)c2ccco2)cc1OC	i	i	i	i	i	-8	-11	i	i	-9	i
CCSc1nnc(NC(=O)C2CC(=O)N(Cc3ccccc3)C2)s1 (stereo not given)	i	i	i	i	i	8	-16	i	i	15	i
Cc1sc2nc(C)n(/N=C/c3ccc(O)cc3)c(=O)c2c1C	i	i	i	i	i	-2	-7	i	i	4	i
CSc1nc(/C=C2\C=Nc3ccccc32)c(O)n1C	i	i	i	i	i	3	-5	i	i	-25	i
CC(C)CNS(=O)(=O)c1ccc(CCC(=O)NCC2CCCO2)cc1 (stereo not given)	i	i	i	i	i	0	-3	i	i	2	i
CCN(CC)CCN1C(=O)c2ccccc2NC1c1ccc(Br)cc1 (stereo not given)	i	i	i	i	i	-25	-8	i	i	-8	i
O=C(O)C1(S(=O)(=O)CCC(F)=C(F)F)CC1	i	i	i	i	i	-3	-3	i	i	-13	i
Cc1ccc(CN(Cc2ccccn2)C(=O)Nc2ccc(C)c(C)c2)cc1	i	i	i	i	i	-6	-5	i	i	11	i
CC(=O)Nc1ccc(C(=O)NCC(=O)OCc2ccccc2F)cc1	i	i	i	i	i	3	-9	i	i	-2	i
COc1cccc2c1OCC1COc3c(c(=O)n(C)c(=O)n3C)C21 (stereo not given)	i	i	i	i	i	6	-3	i	i	4	i
CCCc1nc(SCC(=O)Nc2ccc(N3CCOCC3)cc2)c2ccccc2n1	i	i	i	i	i	3	-9	i	i	-11	i
COc1ccc(C(=O)Oc2c(C)occc2=O)cc1OC	i	i	i	i	i	-8	-11	i	i	-8	i
COc1ccc(-c2nc(CS(=O)CC(=O)NCc3ccc(Cl)cc3)c(C)o2)cc1OC (stereo not given)	i	i	i	i	i	-6	-13	i	i	0	i
CCN(CC)S(=O)(=O)c1cccc(NC(=O)c2cc3ccccc3o2)c1	i	i	i	i	i	12	-13	i	i	-2	i
CN(C(=O)CC1C(=O)NCCN1CC(c1ccccc1)c1ccccc1)C(C1CC1)C1CC1 (stereo not given)	i	i	i	i	i	-4	-7	i	i	0	i
CCOC(=O)CCNC(C)C1COc2ccccc2O1 (stereo not given)	i	i	i	i	i	-5	-14	i	i	7	i
O=C(NCC1CCCO1)C1c2ccccc2C(=O)N1C1CCCCCC1 (stereo not given)	i	i	i	i	i	1	-7	i	i	-5	i
CCc1nc(C)cn1S(=O)(=O)c1cc(Cl)c(OC)cc1Cl	i	i	i	i	i	-9	-5	i	i	3	i
O=C(Nc1ccccc1Cl)C1CCCN1C(=O)OCc1ccccc1 (stereo not given)	i	i	i	i	i	-1	-7	i	i	-6	i
CCCCNS(=O)(=O)/C=C/c1ccccc1	i	i	i	i	i	1	-5	i	i	0	i
Cc1nnc(SCC(=O)N(C)c2ccccc2)n1-n1cccc1	i	i	i	i	i	-10	-12	i	i	-9	i
CCN1CCN(c2nc3sc4c(c3c(=O)n2-c2ccc(OC)cc2)CCCCC4)CC1	i	i	i	i	i	6	-15	i	i	-5	i
NS(=O)(=O)c1ccc(N/N=C/c2cn(-c3ccccc3)nc2-c2ccccc2)c([N+](=O)[O-])c1	i	i	i	i	i	6	-10	i	i	11	i
CCOc1ccc(/C(O)=C2/C(=O)C(=O)N(c3ccccn3)C2c2ccc(C)cc2)c(C)c1 (stereo not given)	i	i	i	.	i	-3	2	i	i	40	i
Cc1sc2ncn(CC(=O)NCCCOC(C)C)c(=O)c2c1S(=O)(=O)N1CCN(c2ncccn2)CC1	i	i	i	i	i	-12	-8	i	i	-6	i
CCCSC1=C(C#N)C(c2ccc(OC)cc2)C2=C(CC(C)(C)CC2=O)N1 (stereo not given)	i	i	i	i	i	6	-1	i	i	4	i
C=CCNc1nnc(SCC(=O)N2CCC(C(N)=O)CC2)s1	i	i	i	i	9*	0	-4	i	i	5	i
CCOc1ccc(-n2cc(C(=O)Nc3cccc(C)n3)c3cc(OC)c(OC)cc3c2=O)cc1	i	i	i	i	13*	6	-14	i	i	18	i
CCCCn1c(N)c(-c2nc3ccccc3o2)c2c([N+](=O)[O-])nn(CC)c(=O)c21	i	i	i	i	i	1	-6	i	i	1	i
